High-throughput results: PubChem BioAssay, National Center for Advancing Translational Sciences (NCATS)
ELG1 DNA repair: ELG1-dependent DNA repair inhibition; HEK293T ELG1-luciferase reporter, luminescence, 16 h; DNA damage induced by 5-fluorouridine; Potency, µM (highest dose often 46.1 µM), inactives show at the highest dose activity change, negative = inhibition, most hits filed as inhibitors; hit rate 2.3% among 330,000; AID 504467; also: potency is read from the fitted curve at half-maximal effect; % is scaled to controls: 0 for no effect and ±100 for the full control effect; nearly all actives have a fitted effect of over 55% in size
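Step one: seed 2,000 cells per well. Step two: pin-transfer compound or DMSO alongside 5-fluorouridine. Step three: incubate 16 hr, 37 °C, 5% CO2. Step four: add ONE-Glo, wait 30 min, read luminescence.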
BRCA1 expr up: increases BRCA1 expression. hit rate 1.1% among 380,000. Potency, µM (highest dose often 46.1 µM), for inactives: top-dose activation, actives largely listed as activators. MCF7-BRCA1-FFLuc reporter, luminescence, 48 h; response scale: scaled: vehicle 0%, 10 µM genistein 100%; also: potency is read from the fitted curve at half-maximal effect; nearly all actives have a fitted effect of over 80% in size; some results filed as inactive show a strong effect at the top dose
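Cells: MCF7-BRCA1-FFLuc, 2000/well. Exposure: 48 h, 37 °C, 5% CO2. Read: luminescence, 15 min post-substrate. Controls: genistein 10 microM (maximal activation), DMSO (neutral).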
ELG1 genotox: induces genotoxicity in HEK293T cells with luciferase-tagged ELG1; HEK293T ELG1-luciferase reporter, luminescence, 16 h; hit rate 1.3% among 330,000; Potency, µM (doses to about 46 µM), without a hit: at the highest dose activity change, positive = activation, most hits filed as activators; also: potency is read from the fitted curve at half-maximal effect; % of control where 0% means no effect; nearly all actives have a fitted effect of over 60% in size
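Reporter readout depends on ELG1 protein level, which increases with genetic stress. After 16 hr compound exposure at 37 °C, luciferase activity was quantified using ONE-Glo.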
Tb PFK inh: inhibitors of T. brucei phosphofructokinase | O15648 | T. brucei PFK, ADP-Glo luminescence | Potency, µM (doses to about 57.5 µM), without a hit: top-dose activity, negative = inhibition, hits mostly inhibitors | hit rate 0.17% among 330,000;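 also: potency is read from the fitted curve at half-maximal effect; 0% = uninhibited 1x PFK enzyme wells and -100% = no-enzyme wells; nearly all actives have a fitted effect of over 60% in size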
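1.25 nM PFK with 0.5 mM F6P and 0.1 mM ATP in 0.1 M TEA pH 8.0, 5 mM MgCl2, incubated 45 min at room temperature; ADP measured by ADP-Glo luminescence; compounds titrated up to 57 uM.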
p53 reactivation: mutant p53 re-activation in reporter cells | H1299 p53-A138V BP100-luciferase reporter, luminescence, 24 h | Potency, µM (titrated, usually from 92.2 µM), for the others: top-dose activity change, positive = activation, hits mostly activators | hit rate 0.063% among 320,000; also: potency is read from the fitted curve at half-maximal effect; % of control where 0% means no effect; nearly all actives have a fitted effect of over 45% in size
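H1299 (p53-null), stable ts p53-A138V + BP100-Luc; 1000 cells/well, Opti-MEM/10% FBS; cpd 4 pt, 1:5; 24 h, 37 deg C, 5% CO2; detection reagent 10 min RT; luminescence.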
Rab9 promoter act: activators of Rab9 promoter; Huh7 Rab9 promoter-luciferase reporter, luminescence, 24 h; Potency, µM (doses to about 9.22 µM), for inactives: at the top dose activation, negative = inhibition, most hits filed as activators; hit rate 2.8% among 320,000; AID 485297; also: potency is read from the fitted curve at half-maximal effect; % of control where 0% means no effect; nearly all actives have a fitted effect of over 60% in size
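Luciferase signal after 10 min detection reagent at ambient indicates Rab9 promoter upregulation; stably transfected Huh7 cells were treated 24 h with compound in DMSO at 37 °C, 5% CO2.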
TRPV1 ag: agonists of human vanilloid receptor 1 (TRPV1); activation, % at 8.33 µM; hit rate 0.19% among 320,000; Q8NER1; TRPV1-expressing cells, Fluo-8 calcium influx, agonist mode; in the data active = activation above about 80%; inconclusive = between about 30% and that limit; also: 0% is about no effect
Target sequence (Q8NER1 whole entry, looked up): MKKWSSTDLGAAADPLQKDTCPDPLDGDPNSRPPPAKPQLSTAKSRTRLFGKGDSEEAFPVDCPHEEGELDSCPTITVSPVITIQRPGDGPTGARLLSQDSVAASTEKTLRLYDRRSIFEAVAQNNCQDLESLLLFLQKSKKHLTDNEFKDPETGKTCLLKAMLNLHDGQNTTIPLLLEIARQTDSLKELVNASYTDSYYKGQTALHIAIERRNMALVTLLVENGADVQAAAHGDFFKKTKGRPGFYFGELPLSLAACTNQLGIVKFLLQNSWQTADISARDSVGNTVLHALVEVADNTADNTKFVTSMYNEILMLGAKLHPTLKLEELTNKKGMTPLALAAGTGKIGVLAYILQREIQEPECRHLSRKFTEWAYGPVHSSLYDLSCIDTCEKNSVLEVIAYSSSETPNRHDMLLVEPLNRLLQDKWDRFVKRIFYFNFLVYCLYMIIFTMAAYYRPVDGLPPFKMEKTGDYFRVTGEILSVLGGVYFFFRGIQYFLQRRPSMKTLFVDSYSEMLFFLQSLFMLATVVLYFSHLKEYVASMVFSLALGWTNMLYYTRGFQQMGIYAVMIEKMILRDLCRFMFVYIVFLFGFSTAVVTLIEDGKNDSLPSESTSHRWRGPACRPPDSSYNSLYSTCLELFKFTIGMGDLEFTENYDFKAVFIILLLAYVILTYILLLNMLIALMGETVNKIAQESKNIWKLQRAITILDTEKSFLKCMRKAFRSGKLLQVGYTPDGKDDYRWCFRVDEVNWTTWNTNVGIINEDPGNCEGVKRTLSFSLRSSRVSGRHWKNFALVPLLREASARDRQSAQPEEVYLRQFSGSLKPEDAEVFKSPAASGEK
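TRPV1-expressing cells were cultured overnight at 35.5C and loaded with Fluo-8 calcium dye for 40 to 90 min at room temperature. After a 10 s baseline, compound was added and calcium influx was read kinetically for 3 min (ex 480/em 520 nm).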
VP16 counter: Gal4-VP16 reporter inhibition counter-screen | Drosophila S2 Gal4-VP16 UAS-luciferase, luminescence, 20 h | Potency, µM (titrated, usually from 53.6 µM), for inactives: top-dose activity, negative = inhibition, actives largely listed as inhibitors | hit rate 3.5% among 310,000;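 also: Gal4-VP16 expression switched on by copper sulfate through the metallothionein promoter; potency is read from the fitted curve at half-maximal effect; % is scaled to controls: 0 for no effect and ±100 for the full control effect; nearly all actives have a fitted effect of over 50% in size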
FLuc counter: counter-screen for miR-21 project: firefly luciferase inhibitors or activators. P08659. purified FLuc, Km substrates, luminescence inhibition. Potency, µM (titrated, usually from 57.5 µM), inactives show at the highest dose activity change, negative = inhibition, hits mostly inhibitors. hit rate 6.9% among 360,000;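 also: potency is read from the fitted curve at half-maximal effect; plate controls were vehicle for no effect and reference inhibitor for full effect; nearly all actives have a fitted effect of over 55% in size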
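Purified P. pyralis luciferase, 10 nM final, with Km-level 10 uM D-luciferin and 10 uM ATP in 50 mM Tris acetate pH 7.5, 10 mM Mg acetate, 0.01% Tween-20, 0.05% BSA; 6-point qHTS titration about 60 µM downward; luminescence read.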
RORg inh: inhibitors of mouse ROR gamma transcriptional activity | Potency, µM (titrated, usually from 53.6 µM), without a hit: at the top dose activity change, negative = inhibition, usual class: inhibitors | hit rate 5.4% among 310,000 | P51450 | Drosophila S2 Gal4-RORgamma UAS-luciferase reporter, 20 h; also: potency is read from the fitted curve at half-maximal effect; % is scaled to controls: 0 for no effect and ±100 for the full control effect; nearly all actives have a fitted effect of over 60% in size
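In this cell-based reporter format, copper sulfate (700 uM final) drives Gal4–ROR gamma fusion expression from a metallothionein promoter in Drosophila Schneider cells; compounds preincubated 1 hr, reporter read after 20 hr at ambient temperature.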
NPC1 promoter act: activates the NPC1 promoter; Huh7 NPC1 promoter luciferase reporter, 24 h; hit rate 2.4% among 320,000; Potency, µM (series often up to 9.22 µM), for inactives: at the top dose activation, hits mostly activators;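 also: potency is read from the fitted curve at half-maximal effect; % of control where 0% means no effect; nearly all actives have a fitted effect of over 60% in size; reporter is driven by a mutant NPC1 promoter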
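In 1536-well qHTS, Huh7 cells harboring an NPC1 promoter–luciferase construct received compound for 24 h; activation was quantified by luminescence following luciferase reagent addition.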
Numbers without * were called inactive; ? = inconclusive; / = no result given; [ ] = dose if it differs, or a comment. Unless noted, calls follow the shape of the dose curve; as a rule, active = well fitted curve in the direction sought with a large enough effect; inconclusive = small, poorly fitted or top-dose-only effect, or another doubt; inactive = no such curve, though single readings can be large; an effect the other way counts as inactive or inconclusive.

SMILES	ELG1 DNA repair	BRCA1 expr up	ELG1 genotox	Tb PFK inh	p53 reactivation	Rab9 promoter act	TRPV1 ag	VP16 counter	FLuc counter	RORg inh	NPC1 promoter act
COc1ccc(S(N)(=O)=O)cc1C(=O)N1CCCC1	4%	27%	-1%	-4%	15%	-1%	-3	-7%[10 µM]	0%	-3%	1%
CC1=NOC(=O)/C1=C\c1ccc2c(c1)OCO2	?	0%	?	4%	0%	-4%	0	3%	?	3%	-10%
CCN(CC)C(=O)c1sc(NC(=O)Cc2ccc(OC)cc2)c(C#N)c1C	?	-16%	5%	-1%	-8%	-5%	?	2%	0%	23%	0%
CC(C)S(=O)(=O)C1=NSC2=NC(=O)/C(=C\c3ccc(-c4cccc(C(=O)O)c4)o3)C(=N)N21	19%	56%	-9%	?	6%	-3%	-1	6%	13µM*	-9%	-3%
O=C(CSc1nnc(-c2cccnc2)n1Cc1ccco1)c1ccc(Cl)cc1	7%	0%	0%	-8%	-5%	-2%	0	-3%	-1%	42%	1%
Cn1c(SCCC(=O)O)nnc1-c1ccncc1	16%	-1%	1%	1%	4%	-9%	-1	-4%	0%	-5%	-1%
O=C(CN1C(=O)COc2ccc(S(=O)(=O)N3CCCC3)cc21)N1CCCC1	2%	2%	0%	-4%	0%	-3%	-1	-8%	1%	14%	-10%
COc1ccccc1CNS(=O)(=O)c1cc2c3c(c1)CCC(=O)N3CCC2	?	-22%	2%	-3%	1%	0%	2	/	2%	/	1%
CCCOC1CCCN(Cc2nc(-c3cnccn3)no2)C1 (stereo not given)	17%	-10%	0%	-1%	2%	-2%	3	3%	7%	-11%	-6%
CSc1ncccc1C(=O)OCC(=O)NCc1cccs1	11%	-14%	4%	1%	-4%	/	/	/	/	/	/
CCN(C(=O)COC(=O)CNC(=O)C12CC3CC(CC(C3)C1)C2)C1CCS(=O)(=O)C1 (stereo not given)	17%	44%	-3%	1%	12%	-9%	-6	-19%	4%	-1%	1%
COC(=O)N/N=C/c1cccc([N+](=O)[O-])c1	-11%	-2%	-2%	-2%	10%	-3%	2	-13%	1%	15%	-5%
CCCNC(=O)N1CCC(c2ccc3c(c2)OCO3)CC1	-3%	-3%	0%	-4%	/	-3%	?	1%	5%	4%	-1%
NNC(=O)c1cc(-c2ccco2)[nH]n1	7%	-14%	4%	3%	2%	-21%	-1	0%	0%	1%	0%
CC(C)(C)c1ccc2c(c1)OC(C(=O)N/N=C\c1ccncc1)CO2 (stereo not given)	15µM*	4%	-5%	-3%	-10%	-1%	109*	?	?	27%	-4%
Cc1ccc(-c2nnc(SCC#CCOC(=O)c3cccs3)o2)cc1	?	39%	12%	0%	7%	20%	6	?	19µM*	?	18%
Cc1nc2ncccn2c1-c1csc(NCc2ccco2)n1	?	-64%	16%	-3%	-2%	-8%	3	-3%	-16%	45%	0%
Cc1c(C)c2ccc(OCc3ccc(C(=O)O)o3)c(C)c2oc1=O	?	-67%[inhibitor]	?	1%	-11%	-4%	-1	?	11µM*	?	-5%
O=C(NC1CCCN(c2ccc(C(F)(F)F)cn2)C1)c1ccnc(Cl)c1 (stereo not given)	-17%	-20%	-5%	-6%	-10%	0%	?	-16%	4%	?	0%
CCOCCCn1c(SCC(=O)NC(C)(C)C)nc2ccccc2c1=O	-1%	27%	?	4%	0%	7%	2	18%	-1%	15%	1%
COc1cccc(NC(=O)COC(=O)c2ccc3c(c2)OCO3)c1	4%	2%	1%	-1%	9%	0%	11	/	-14%	/	-1%
CSCCC(NC(=O)c1ccccc1)C(=O)NC1CC1 (stereo not given)	0%	4%	11%	-4%	6%	-48%[inhibitor]	-1	-1%	3%	41%	-3%
Cc1cccc(C)c1NC(=O)CNC(=O)c1cnccn1	1%	-4%	-3%	0%	6%	/	/	/	/	/	/
COc1ccc(NC2CCCN(C(=O)c3csc(C)n3)C2)cc1 (stereo not given)	3%	-3%	1%	-1%	7%	11%	-3	-13%	1%	2%	1%
COc1cc(C(=O)Nc2cccc(-c3nc4cc(C)cc(C)c4o3)c2)cc(OC)c1OC	?	21%	-6%	0%	25%	-3%	-5	1%	5.4µM*	4%	-3%

Some of the entries so far, with values under each structure:
Order of results – ELG1 DNA repair | BRCA1 expr up | ELG1 genotox | Tb PFK inh | p53 reactivation | Rab9 promoter act | TRPV1 ag | VP16 counter | FLuc counter | RORg inh | NPC1 promoter act
Cc1nc2ncccn2c1-c1csc(NCc2ccco2)n1
 : ? | -64% | 16% | -3% | -2% | -8% | 3 | -3% | -16% | 45% | 0%
Cc1c(C)c2ccc(OCc3ccc(C(=O)O)o3)c(C)c2oc1=O
 : ? | -67%[inhibitor] | ? | 1% | -11% | -4% | -1 | ? | 11µM* | ? | -5%
O=C(NC1CCCN(c2ccc(C(F)(F)F)cn2)C1)c1ccnc(Cl)c1 (stereo not given)
 : -17% | -20% | -5% | -6% | -10% | 0% | ? | -16% | 4% | ? | 0%

One compound at a time, as listed above.
CSc1ncccc1C(=O)OCC(=O)NCc1cccs1 reads ELG1 DNA repair: 11%; BRCA1 expr up: -14%; ELG1 genotox: 4%; Tb PFK inh: 1%; p53 reactivation: -4%; Rab9 promoter act: /; TRPV1 ag: /; VP16 counter: /; FLuc counter: /; RORg inh: /; NPC1 promoter act: /
O=C(NC1CCCN(c2ccc(C(F)(F)F)cn2)C1)c1ccnc(Cl)c1 (stereo not given) reads ELG1 DNA repair: -17%; BRCA1 expr up: -20%; ELG1 genotox: -5%; Tb PFK inh: -6%; p53 reactivation: -10%; Rab9 promoter act: 0%; TRPV1 ag: ?; VP16 counter: -16%; FLuc counter: 4%; RORg inh: ?; NPC1 promoter act: 0%

The list continues.
SMILES	ELG1 DNA repair	BRCA1 expr up	ELG1 genotox	Tb PFK inh	p53 reactivation	Rab9 promoter act	TRPV1 ag	VP16 counter	FLuc counter	RORg inh	NPC1 promoter act
CCCC(=O)Nc1c2c(nn1-c1ccc(OC)cc1)CS(=O)C2 (stereo not given)	4%	13%	2%	8%	3%	0%	2	-3%	1%	-25%	1%
CCN(CCO)C(=S)Nc1cc(C(=O)OC)ccc1C(=O)OC	5%	3%	0%	-1%	2%	-3%	0	3%	0%	0%	2%
S=C(NCC1CCCO1)NC12CC3CC(CC(C3)C1)C2 (stereo not given)	-19%	-14%	1%	0%	3%	-3%	?	5µM*	-1%	0.63µM*	-1%
CC(=O)N1CCC(N(C(=O)Nc2ccc(C)c(C)c2)C2CCCC2)CC1	21%	15%	8%	-4%	-6%	-3%	-4	?	0%	55%	-7%
O=C(CCCNC(=O)c1ccc(Cl)cc1)NCc1ccccc1F	-2%	-10%	-7%	-1%	-6%	-1%	3	0%	2%	0%	-4%
Clc1ccc(CSc2nnc(-c3ccncc3)o2)c(Cl)c1	-13%	3%[1.84 µM]	0%	1%	1%	-2%	3	4%	-14%	-16%[10 µM]	9%
O=C(CSc1ncccc1C(=O)O)NCCC1=CCCCC1	0%	10%	-2%	5%	13%	-2%	2	-2%	-2%	-12%	-1%
Nc1nonc1-n1nnc(C(=O)N/N=C/c2ccc(OCc3cccc(Cl)c3)cc2)c1CN1CCCCC1	0%	2.5µM*	1%	-16%	?	-1%	-1	-1%	-7%	10%	1%
CCOc1ccc(C(=O)NC(=S)Nc2ncccc2C)cc1[N+](=O)[O-]	?	32%	?	2%	-7%	?	-2	0%	-12%	-1%	4%
C[C@@H](NC(=O)c1nc[nH]c1C(=O)N1CCN(C(=O)OC(C)(C)C)CC1)c1ccccc1	?	6%	-3%	4%	9%	-4%	-4	/	6%	/	-4%
CC/C(=N\O)c1ccc(O)c(OC)c1	?	2%	-1%	1%	-16%	7%	-2	1%	1%	14%	9%
COc1ccc(-c2cc(C(=O)Nc3c(C)nn(Cc4ccc(Cl)cc4)c3C)no2)cc1	?	-51%	?	5%	-1%	-3%	3	-15%	-1%	0%	3%
CCn1nnnc1SCC(=O)NC1Cc2ccccc2C1	-1%	28%	1%	-2%	3%	-7%	-1	-1%	5%	8%	-5%
CC(C)N(C(C)C)S(=O)(=O)c1ccc(Cl)nc1	21%	-3%	0%	-7%	-3%	2%	2	-11%	0%	-4%	-1%
CC(C)OCCCNC(=O)c1sc(=S)n(C)c1N	?	9%	3%	-2%	3%	-10%	/	-3%	-1%	-14%	-4%
